# Source: PubChem BioAssay
# XBP1 UPR activ: activators of adaptive XBP1 UPR arm, primary screen, cell-based, CHO-XBP1 luciferase reporter, luminescence, uHTS. actives 0.33% (n = 330,000). IRE1-XBP1 UPR activation; percent of tunicamycin response, DMSO as zero. AID 463104, 2010. activation, % at 20 µM;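 active = versus positive control, 20 µM dose yields 30% or more activation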;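 also: 100% = tunicamycin at 10 µg/mL and 0% = DMSO only wells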
#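 assay system = CHO-XBP1 luciferase reporter cells | amount = 1000 cells/well | buffer or medium = F12 plus 10% FBS | compound dosing = single point, 20 µM final compound, 1% DMSO | incubation = 16-18 h cell attachment at 37 °C, then 6 h compound exposure | detection = Steady-Glo luminescence read | controls = tunicamycin 10 µg/mL and vehicle-only wells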
# APJ agonist: agonists of human apelin receptor APJ, primary screen, CHO-K1 cells, PathHunter beta-arrestin, luminescence | P35414 | 0% DMSO wells, 100% apelin | activation, % at 20 µM | actives 0.11% (n = 330,000) | AID 2520, 2010;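 active = activation more than six SD over the plate average, tested at 20 µM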;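 also: 0% = DMSO alone and 100% = apelin-13 at 10 nM; some results filed as inactive read as strong as hits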
# Target sequence (P35414 whole entry, looked up): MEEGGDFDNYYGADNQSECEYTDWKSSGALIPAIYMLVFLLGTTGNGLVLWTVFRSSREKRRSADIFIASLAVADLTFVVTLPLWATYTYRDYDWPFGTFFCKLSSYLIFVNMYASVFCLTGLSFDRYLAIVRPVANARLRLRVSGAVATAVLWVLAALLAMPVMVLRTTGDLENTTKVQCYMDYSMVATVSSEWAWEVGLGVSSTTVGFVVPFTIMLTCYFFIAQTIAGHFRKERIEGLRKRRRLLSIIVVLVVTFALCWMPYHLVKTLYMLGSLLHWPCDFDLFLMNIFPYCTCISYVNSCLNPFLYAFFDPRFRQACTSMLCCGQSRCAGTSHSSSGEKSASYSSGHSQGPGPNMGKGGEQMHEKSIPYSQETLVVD
#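 Incubation: overnight seeding, 90 min compound at 25 °C, 1 h detection; test system: PathHunter CHO-K1 APJ (AGTRL-1) beta-arrestin reporter cells; amount: 1000 cells/well; doses: one dose, 20 µM compound, 1% DMSO; measured by: beta-gal luminescence; measure: agonist-driven arrestin binding to APJ; benchmarks: negative DMSO alone, positive Apelin-13 at 10 nM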
# TIM10 inh: growth inhibitors of isogenic TIM10 control yeast, primary screen, counter-screen for tim10-1 yeast inhibitor project, luminescence, uHTS; S. cerevisiae TIM10 strain growth, BacTiter-Glo luminescence, 24 h; inhibition, % at 10 µM; actives 1.4% (n = 330,000);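 active = inhibition of 40% or more at the single tested concentration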;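 also: wild-type TIM10 isogenic control strain grown at permissive 25 °C; 0% = DMSO yeast wells and 100% = minimal medium wells without yeast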
# CXCR6 inh: CXCR6 receptor inhibitors, primary screen, cell-based, beta-arrestin, luminescence, CHO-K1 PathHunter, 1536-well; AID 602244, 2012; C-X-C chemokine receptor type 6 (Homo sapiens), O00574; actives 0.36% (n = 360,000); inhibition, % at 20 µM; in the data active = inhibition above about 34%, passing the limit was not always enough;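 also: antagonist mode with CXCL16 agonist at 10 nM final; 0% = 10 nM CXCL16 with DMSO and 100% = unstimulated wells without agonist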
# Target sequence (O00574 whole entry, looked up): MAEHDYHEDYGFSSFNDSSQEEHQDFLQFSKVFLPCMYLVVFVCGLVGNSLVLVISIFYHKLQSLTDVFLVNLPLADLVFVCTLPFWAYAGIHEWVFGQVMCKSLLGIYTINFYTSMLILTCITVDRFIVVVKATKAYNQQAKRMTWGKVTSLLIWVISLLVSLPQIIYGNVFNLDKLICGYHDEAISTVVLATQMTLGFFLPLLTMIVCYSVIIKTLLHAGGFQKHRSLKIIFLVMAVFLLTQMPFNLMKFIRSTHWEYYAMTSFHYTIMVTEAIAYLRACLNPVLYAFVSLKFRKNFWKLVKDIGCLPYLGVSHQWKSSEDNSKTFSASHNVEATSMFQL
# tim23-1 inh: growth inhibitors of tim23-1 mutant yeast, primary screen, luminescence, uHTS. inhibition, % at 20 µM. S. cerevisiae tim23-1 growth, BacTiter-Glo luminescence, 24 h. AID 463212, 2010. actives 1.3% (n = 330,000);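 active = growth inhibition of the mutant yeast at or above 50%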;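 also: temperature-sensitive mutant grown at 25 °C; plate controls were DMSO-treated mutant yeast for no effect and medium wells lacking yeast for full effect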
# CHOP UPR activ: activators of apoptotic CHOP UPR arm, primary screen, cell-based, CHO-CHOP luciferase reporter, luminescence, uHTS | AID 449763, 2010 | UPR activation; percent of tunicamycin response over DMSO baseline | activation, % at 10 µM | actives 0.34% (n = 330,000);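 active = at 10 µM dose, activation of 40% or more, normalized to positive control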;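 also: 100% = tunicamycin at 10 µg/mL and 0% = DMSO alone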
#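 Test system: CHO CHOP reporter cells. Input: 500 CHO-CHOP cells per well. Medium: F12 with 10% FBS. Technique: luciferase luminescence. Measure: percent activation relative to tunicamycin control. Dosing: 10 µM compound, 0.5% DMSO. Timing: 16-18 h cell attachment, then 6 h compound exposure, 37 °C.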
# tim10-1 inh: growth inhibitors of tim10-1 mutant yeast, primary screen, luminescence, uHTS; S. cerevisiae tim10-1 ts strain growth, BacTiter-Glo, 24 h; inhibition, % at 20 µM; actives 2.2% (n = 330,000);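 active = inhibition of at least 40%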;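 also: mutant grown at 25 °C; 0% = DMSO wells with yeast and 100% = wells holding no yeast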
# Mdm2 MdmX PPI: inhibitors of human Mdm2-MdmX association, primary screen, cell-based, luminescence, split luciferase, SaOS-2, uHTS; SaOS-2 split-luciferase Mdm2/MdmX complementation; actives 3% (n = 330,000); Protein Mdm4 (Homo sapiens) + E3 ubiquitin-protein ligase Mdm2 (Homo sapiens), …; inhibition, % at 8 µM; AID 485346, 2010;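 active = inhibition of at least 50% at 8 µM in the primary screen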
# APJ antagonist: antagonists of human apelin receptor APJ, primary screen, CHO-K1 cells, beta-arrestin complementation, luminescence | inhibition, % at 20 µM | actives 0.32% (n = 330,000) | AID 2521, 2010 | P35414;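 active = inhibition above about 40% at 20 µM, limit read from the data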;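 also: cells challenged with 10 nM apelin-13 agonist together with compound; plate controls were apelin-13 plus DMSO wells for no effect and DMSO wells lacking apelin-13 for full effect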
# Active calls of the source: *; x = no result given. A portion of the library; rates above refer to the full screens.
smiles,APJ antagonist,CHOP UPR activ,APJ agonist,CXCR6 inh,TIM10 inh,tim10-1 inh,tim23-1 inh,Mdm2 MdmX PPI,XBP1 UPR activ
Cc1ccccc1C(=O)NNC1CC(=O)N(c2ccc3c(c2)OCCO3)C1=O (stereo not drawn),15,1.2,1,-1,15,2,2,20,-2
C/C(=N/NC(=O)c1sc(NS(=O)(=O)c2ccccc2)nc1C)c1ccc(F)cc1,-5,0.3,-5,-4,16,6,15,19,-4
O=C(O)c1cccnc1SC1CC(=O)N(c2cccc3ccccc23)C1=O (stereo not drawn),6,-2.1,-4,x,14,-5,1,13,-3
CCOC(=O)Cc1csc(NC(=O)c2cc(-c3ccncc3)nc3ccccc23)n1,-25,-1.6,2,-2,20,39,36,5,4
Cc1ccc(/C=C2\SC(=S)N(CCCC(=O)Nc3ccccn3)C2=O)cc1,-13,-11,-2,4,-25,9,-1,69*,-8
CC(=O)c1sc(=S)n(-c2ccc(Cl)cc2)c1C,18,0.6,-2,-6,11,26,18,26,0
COc1cc(C(O)P(=O)(OCC(C)C)c2ccc(N(C)C)cc2)cc(OC)c1OC (stereo not drawn),12,-0.7,2,1,7,10,15,11,-2
COC(=O)c1cccc(NC(=O)c2cccc([N+](=O)[O-])c2)c1,13,1.1,-1,3,-11,9,12,13,5
O=C(C1CCCN(S(=O)(=O)Cc2ccccc2)C1)N1CCC(Cc2ccccc2)CC1 (stereo not drawn),3,-2.5,2,-2,32,26,43,14,-4
CCN(CC(=O)Nc1ccc(C)c(S(=O)(=O)N2CCOCC2)c1)Cc1ccccc1,8,1.0,-7,1,16,29,20,2,0
COc1ccc(OCC(=O)Nc2ccc(Cl)cc2)cc1,-1,8.0,-1,2,1,-13,15,22,-3
Cn1c(SCC(=O)c2cccs2)nnc1-c1ccco1,17,0.8,3,9,2,-3,3,15,0
O=C(NC1CC1)C1=C[C@H](c2ccc3c(c2)OCO3)C[C@H](OCc2ccc(CO)cc2)O1,-1,-1.2,-1,-5,4,-15,5,11,1
O=C(c1ccc(OC2CCN(CCc3ccccc3)CC2)cc1)N1CCC(CO)CC1,-13,0.0,-3,2,-1,0,-11,-5,-2
CCCc1[nH]c2ccc(C#N)cc2c1CCC,-7,1.2,5,-9,4,53*,14,34,0
Cc1cc([N+](=O)[O-])nn1CCCC(=O)Nc1cc(Oc2ccccc2)cc([N+](=O)[O-])c1,1,1.3,-3,-2,27,33,24,5,-3
Cc1ccccc1OCCCCn1c(CO)nc2ccccc21,4,-2.4,0,-8,-37,15,-22,31,2
NC(=O)CN1CCN(c2cccc(Cl)c2)CC1,1,2.2,0,-1,-4,-2,5,8,-1
CCN(c1ccccc1)S(=O)(=O)c1ccc(C(=O)NC2CCN(Cc3ccccc3)CC2)cc1,2,7.6,2,-5,-4,-5,-3,54*,-3
COc1ccc(C(=O)NCCN2CCN(C(=O)c3ccc(OC)cc3)CC2)cc1,-6,2.8,2,1,10,-3,2,-15,-3
Cc1ccc2nc(C3CCN(S(=O)(=O)c4ccc5ccccc5c4)CC3)[nH]c2c1,8,-1.0,-3,2,35,10,35,40,-4
CCOc1ccc(OCCCC(=O)Nc2cc(Cl)ccc2-n2cncn2)cc1,-2,0.7,2,-5,10,4,24,14,-2
COc1ccc(C(=O)CSc2nnc(CN3CCCCC3)n2-c2ccc(F)cc2)cc1OC,-7,5.9,-2,7,-3,28,20,11,-2
COc1ccc(N(CC(=O)Nc2ccc3c(c2)OCO3)S(=O)(=O)c2ccccc2)cc1,10,-0.3,1,3,14,25,23,9,-2
CC(C)CNC(=O)c1cccc(NC(=O)COc2cccc([N+](=O)[O-])c2)c1,5,-2.2,-1,-4,-4,7,-16,-19,-2
Cc1ccc(C)c(NC(=O)CN(C)C(=O)/C=C/c2ccco2)c1,19,0.9,-4,-1,6,-11,-2,9,0
O=S(=O)(c1ccc(Cl)cc1)N1CCCC1c1nc(-c2cccc(Cl)c2)no1 (stereo not drawn),-18,-0.8,-7,6,-16,32,0,8,0
CS(=O)(=O)N(CC(=O)N1CCCCC1)c1cccc(F)c1,0,-1.4,0,-10,-8,7,11,-1,0
CCCCCCn1c(=O)c(C(=O)N/N=C/c2cccc(F)c2)c(O)c2ccccc21,-2,14,-1,2,-8,-6,-5,18,8
COC(=O)c1ccc(C(=O)NCCCCO)cc1,2,-2.1,-2,-6,-9,9,4,3,0
N#CCC(=O)N1CCN(C(c2ccccc2)c2ccccc2)CC1,9,-0.5,2,5,12,-14,11,-11,2
Cc1nc2c(-c3ccccc3)c(C)nn2c(C)c1CC(=O)O,20,0.8,-4,-7,5,14,1,14,-1

# Single records (already shown):
# Cc1ccc(C)c(NC(=O)CN(C)C(=O)/C=C/c2ccco2)c1 as listed: APJ antagonist: 19; CHOP UPR activ: 0.9; APJ agonist: -4; CXCR6 inh: -1; TIM10 inh: 6; tim10-1 inh: -11; tim23-1 inh: -2; Mdm2 MdmX PPI: 9; XBP1 UPR activ: 0
# O=S(=O)(c1ccc(Cl)cc1)N1CCCC1c1nc(-c2cccc(Cl)c2)no1 (stereo not drawn) as listed: APJ antagonist: -18; CHOP UPR activ: -0.8; APJ agonist: -7; CXCR6 inh: 6; TIM10 inh: -16; tim10-1 inh: 32; tim23-1 inh: 0; Mdm2 MdmX PPI: 8; XBP1 UPR activ: 0

# (list continues)
smiles,APJ antagonist,CHOP UPR activ,APJ agonist,CXCR6 inh,TIM10 inh,tim10-1 inh,tim23-1 inh,Mdm2 MdmX PPI,XBP1 UPR activ
O=c1c2oc3nc4c(cc3c2ncn1CCCc1ccccc1)CCCC4,6,1.3,-5,5,15,27,38,-74,3
O=C(Nc1ccc(Cl)c(Cl)c1)N1CC=CCC1,19,7.6,2,3,8,14,32,-72,3
CCSC1=NC(C)(C)C=C(C)N1,-14,1.3,-6,1,-17,-19,-10,11,-1
Cc1nnc(Nc2ccc(F)cc2)c2ccccc12,5,1.6,-1,4,10,12,6,-6,-2
CC(C)c1ccc(NC(=O)CCNS(=O)(=O)c2ccc3[nH]c(=O)oc3c2)cc1,-6,-0.5,-4,1,7,-12,-1,12,-5
N#CCc1nc2ccc(S(=O)(=O)N3CCOCC3)cc2s1,-14,2.3,-4,-3,10,14,7,22,1
Cc1cccc(CSC2=NCCN2S(=O)(=O)c2ccc(F)cc2)c1,2,3.9,-2,6,3,10,20,12,-1
Cc1ccc(NC(=O)COC(=O)Cc2c(F)cccc2Cl)cc1S(=O)(=O)N1CCOCC1,-9,0.1,-1,-2,9,22,28,-25,2
COc1cccc(COC(=O)CCNC(=O)c2ccc(Br)cc2)c1OC,20,-1.4,-3,3,-9,13,12,5,1
CCCc1cc(=O)[nH]c(SCc2cc(C(=O)OC)c(C)o2)n1,-4,-0.3,-3,4,-18,14,6,16,0
O=C(NCCCN1CCCC1)Nc1ccccc1[N+](=O)[O-],-1,1.4,0,-7,10,2,8,13,1
COc1ccc(C)cc1NC(=O)CN1CCN(C/C=C/c2ccccc2)CC1,10,-0.1,0,-10,-9,-9,-4,17,0
C=CCNC(=O)c1onc(CSc2cc(C)cc(C)c2)c1C(=O)NCC=C,8,0.4,-7,4,10,17,36,-7,-3
O=C1c2cccc3cccc(c23)C(=O)N1Cc1ccccc1,-23,3.0,-2,4,-15,-21,-24,19,-2
CCOC(=O)C1CCN(C(=O)COc2cc(C)c(Br)c(C)c2)CC1,10,-1.2,0,-7,16,13,23,7,7
CCN1CCN(C(=O)C2(NC(=O)Nc3cccc(F)c3)CCCCC2)CC1,11,-0.7,-1,-5,-5,9,21,10,0
CN(C)C(CNC(=O)CSC(=S)N1CCCC1)c1ccccc1 (stereo not drawn),5,-0.2,-1,2,-2,-2,-3,2,0
CCc1cc(=O)oc2c(C)c(OCC(=O)NCCCN3CCCC3=O)ccc12,14,-0.8,-2,1,2,6,1,8,0
Cc1ccc(C(=O)Nc2ccc3c(c2)OCCO3)o1,-24,-0.2,3,-5,-1,-4,22,-67,-5
O=C(Nc1c2c(nn1-c1ccccc1)CS(=O)(=O)C2)c1ccc2c(c1)OCO2,2,1.8,6,0,-3,-1,11,34,-3
CC1CCN(Cc2c(C(=O)N/N=C/c3cc(Br)ccc3O)nnn2-c2nonc2N)CC1,4,-2.5,-1,5,14,17,25,85*,1
Nc1nc(Nc2ccc(Cl)cc2)nc(NCCO)c1[N+](=O)[O-],-2,-0.2,1,6,19,12,20,-22,7
Cc1cc(-n2c(C)cc(C(=O)COc3ccc(Cl)cc3C(N)=O)c2C)no1,-4,-0.5,0,-5,-6,-17,-7,6,-1
C=CCn1cc(C(=O)N2CCN(c3ccccc3)CC2)c(=O)c2cc(S(=O)(=O)N3CCCC3)ccc21,24,0.5,-2,0,0,0,7,0,-3
CS(=O)(=O)N(CC(=O)Nc1ccc2c(c1)OCCO2)Cc1ccccc1,14,0.3,-1,3,13,10,10,-19,0
CC(=O)Nc1ccc(NC(=O)COc2ccc3c(c2)CCC3)cc1,-5,-1.2,-2,-14,4,-8,5,13,3
Cc1ccc(S(=O)(=O)Nc2ccc3oc(=O)sc3c2)c(C)c1,-3,-1.6,1,0,-2,28,44,7,-6
COc1ccc(-n2ncc3c2CC(C)(C)CC3NC(=O)CCC2=NNC(=O)CC2)cc1 (stereo not drawn),5,-1.0,-1,-3,-2,3,5,4,-3
O=C(CSc1nc2ccccc2s1)N1c2ccccc2Sc2ccc(C(F)(F)F)cc21,5,-0.5,0,6,3,29,7,41,-1
COc1ccc(C)cc1NC(=O)c1[nH]c(C)c(C(C)=O)c1C,-2,-0.2,-1,-3,4,-4,-1,13,1
Cc1cc(NC(=O)NCc2ccccc2)c(=O)n(Cc2ccccc2F)c1,4,3.9,2,-8,14,11,17,3,-2
COC(=O)CSc1nnc(-c2ccco2)n1Cc1ccco1,9,0.7,-2,0,-8,0,1,15,4
CCOC(=O)C1(Cc2cccc(OC)c2)CCCN(S(=O)(=O)c2cccnc2)C1 (stereo not drawn),3,-1.0,-2,7,-10,-4,31,27,-2
CC(=O)Nc1ccc(S(=O)(=O)n2cnc3cc(C)c(C)cc32)cc1,-3,-0.3,-2,-7,4,9,12,2,0
O=C(NCc1cccs1)c1cc(-c2cccc(Cl)c2)on1,11,2.9,-1,-8,-11,-2,9,-8,1
Cc1cc(Cl)ccc1OCCCC(N)=O,-7,1.8,-3,0,5,5,2,-6,1
NC(=O)c1ccc(-c2noc(-c3ccccc3F)n2)cc1,3,-0.7,-3,-6,8,2,18,-172,-4
